Screening data deposited in PubChem BioAssay by National Center for Advancing Translational Sciences (NCATS).
Rab9 prom act = qHTS Assay for Rab9 Promoter Activators. 2.8% of 320,000 active. Potency, µM (highest dose often 9.22 µM), inactives show top-dose activation, negative = inhibition, most hits filed as activators. Huh7 Rab9 promoter-luciferase reporter, luminescence, 24 h; further: potency means the concentration at half of the fitted maximal effect; % of control where 0% means no effect; nearly all actives have a fitted effect of over 60% in size
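Luminescence read-out: Huh7 cells stably expressing Rab9-luciferase, treated 24 h with compound at 37 °C, then lysed with luciferase reagent for 10 min at ambient before reading.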
Menin MLL FP TR = qHTS Assay for Inhibitors Targeting the Menin-MLL Interaction in MLL Related Leukemias: Competition With Texas Red Labeled MLL-derived Mutant Peptide; O00255; Potency, µM (titrated, usually from 61.6 µM), for the others: top-dose FP activity change, negative = inhibition, most hits filed as inhibitors; 0.23% of 270,000 active; Menin + Texas Red MLL mutant peptide, fluorescence polarization; active means well fitted inhibition curve with a large enough effect in the polarisation, with a control signal flat, not every such curve was filed as active; inconclusive means small, poorly fitted or top-dose-only effect, or effect the other way, or a change in a side signal; inactive means no such curve, though single readings can be large or run the other way; the % refers to the polarisation; further: potency means the concentration at half of the fitted maximal effect; % of control where 0% means no effect; many of its hits are not listed in these tables
VP16 counter = VP16 counterscreen qHTS for inhibitors of ROR gamma transcriptional activity. Drosophila S2 Gal4-VP16 UAS-luciferase, luminescence, 20 h. Potency, µM (doses to about 53.6 µM), without a hit: top-dose activity, negative = inhibition, usual class: inhibitors. 3.5% of 310,000 active;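 further: Gal4-VP16 expression switched on by copper sulfate through the metallothionein promoter; potency means the concentration at half of the fitted maximal effect; on the % scale 0 is the no-effect control and ±100 the full control effect; nearly all actives have a fitted effect of over 50% in size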
PKM2 act = qHTS Assay for Activators of Human Muscle isoform 2 Pyruvate Kinase; Potency, µM (top dose mostly 57.5 µM), without a hit: top-dose activation, actives largely listed as activators; 0.34% of 260,000 active; AID 1631, 2009; purified PKM2, Kinase-Glo ATP luminescence, activation; response scale: 0% is enzyme alone, no compound; further: potency means the concentration at half of the fitted maximal effect; on the % scale 0 is the no-effect control and ±100 the full control effect; nearly all actives have a fitted effect of over 55% in size
Target sequence (P14618 whole entry, looked up, canonical isoform): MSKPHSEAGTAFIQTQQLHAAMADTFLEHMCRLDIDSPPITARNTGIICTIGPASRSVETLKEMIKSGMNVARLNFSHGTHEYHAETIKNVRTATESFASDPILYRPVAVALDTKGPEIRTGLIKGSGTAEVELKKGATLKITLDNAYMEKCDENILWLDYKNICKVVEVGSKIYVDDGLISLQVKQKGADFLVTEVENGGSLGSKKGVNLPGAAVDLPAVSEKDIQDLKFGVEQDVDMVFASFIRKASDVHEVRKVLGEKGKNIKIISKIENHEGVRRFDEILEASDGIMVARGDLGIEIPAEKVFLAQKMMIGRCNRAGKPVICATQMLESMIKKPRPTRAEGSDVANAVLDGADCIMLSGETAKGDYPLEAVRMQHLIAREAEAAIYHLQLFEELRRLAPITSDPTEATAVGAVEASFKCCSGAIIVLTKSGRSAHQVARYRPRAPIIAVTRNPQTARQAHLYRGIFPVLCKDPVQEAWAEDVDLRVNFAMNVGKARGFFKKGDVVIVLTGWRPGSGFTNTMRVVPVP
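Purified hPK-M2 (>95% pure) converted ADP (0.1 mM final) to ATP with 0.5 mM PEP in 50 mM imidazole pH7.2, KCl, MgCl2, Tween 20, BSA; 1 h at room temperature. ATP detected by Kinase-Glo luminescence.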
Mito fusion act = qHTS Assay for Small Molecule Inhibitors of Mitochondrial Division or Activators of Mitochondrial Fusion. Potency, µM (highest dose often 46.1 µM), inactives show at the highest dose growth rescue (activation), hits mostly activators. 0.23% of 320,000 active. AID 485298, 2010. S. cerevisiae fusion-defective mutant growth rescue, CellTiterGlo 48 h;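 further: potency means the concentration at half of the fitted maximal effect; % of control where 0% means no effect; nearly all actives have a fitted effect of over 45% in size; temperature-sensitive fusion mutants such as fzo1-1 at 37 °C on non-fermentable ethanol glycerol medium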
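Temperature-sensitive fusion-defective S. cerevisiae (e.g. fzo1-1, mgm1-5) were grown with compound in YPEG medium (3% ethanol, 3% glycerol) for 48 hours at 37C. Growth rescue was measured as viability by CellTiterGlo luminescence after 10 minutes at ambient.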
FLuc counter = qHTS profiling assay for firefly luciferase inhibitor/activator using purifed enzyme and Km concentrations of substrates (counterscreen for miR-21 project); 6.9% of 360,000 active; Luciferin 4-monooxygenase (Photinus pyralis), P08659; purified FLuc, Km substrates, luminescence inhibition; Potency, µM (highest dose often 57.5 µM), for the others: top-dose activity change, negative = inhibition, hits mostly inhibitors;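 further: potency means the concentration at half of the fitted maximal effect; plate controls were vehicle for no effect and reference inhibitor for full effect; nearly all actives have a fitted effect of over 55% in size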
Target sequence (P08659 whole entry, looked up): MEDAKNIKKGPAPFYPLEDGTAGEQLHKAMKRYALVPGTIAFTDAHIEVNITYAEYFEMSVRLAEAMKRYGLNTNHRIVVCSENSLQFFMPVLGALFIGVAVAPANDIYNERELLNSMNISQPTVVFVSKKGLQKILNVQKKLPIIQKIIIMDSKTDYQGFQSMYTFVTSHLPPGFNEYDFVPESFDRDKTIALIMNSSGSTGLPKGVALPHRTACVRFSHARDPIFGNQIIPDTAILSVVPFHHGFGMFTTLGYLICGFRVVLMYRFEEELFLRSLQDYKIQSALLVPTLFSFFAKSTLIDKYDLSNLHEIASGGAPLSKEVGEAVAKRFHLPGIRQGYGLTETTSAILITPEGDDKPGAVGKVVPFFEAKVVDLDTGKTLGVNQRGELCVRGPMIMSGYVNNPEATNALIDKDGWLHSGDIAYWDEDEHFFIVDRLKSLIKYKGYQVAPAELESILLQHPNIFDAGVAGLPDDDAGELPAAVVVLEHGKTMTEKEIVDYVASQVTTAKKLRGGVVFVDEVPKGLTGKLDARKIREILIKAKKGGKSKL
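Biochemical qHTS of compounds, final roughly 60 µM downward over six points, against 10 nM purified firefly luciferase using Km concentrations of substrates (10 uM D-luciferin, 10 uM ATP) in Tris acetate pH 7.5 buffer; luminescence output.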
KCNH2 3.1 block = qHTS for Inhibitors of KCHN2 3.1: Mutant qHTS. U2OS KCNH2 3.1, thallium flux FluxOr; stronger effect = lower value. 0.95% of 340,000 active. activity change, % (tested at about 1.8 µM);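 active means maximum activity change below -70%; inconclusive means maximum activity change from -70% to -50%; inactive means maximum activity change above -50%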;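 further: thallium influx rate constant from kinetic fluorescence after stimulation buffer; on the % scale 0 is the no-effect control and ±100 the full control effect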
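U2OS cells transduced with KCNH2 3.1 mutant virus (1.77 x 10^8 /mL, 4 h), plated overnight at 37 C, loaded 45 min with FluxOr dye plus Red40 quencher. Thallium flux rate constant from kinetic reads after stimulation buffer, normalised to controls.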
MBNL1 CUG block = qHTS Assay for Inhibitors of MBNL1-poly(CUG) RNA binding. AID 2675, 2010. Potency, µM (series often up to 57.5 µM), inactives show at the top dose activity change, negative = inhibition, actives largely listed as inhibitors. 0.036% of 280,000 active. TR-FRET MBNL1-His/biotin-(CUG)12 binding, 665/545 ratio; active means well fitted inhibition curve with a large enough effect in the signal ratio, with a control signal flat, not every such curve was filed as active; inconclusive means small, poorly fitted or top-dose-only effect, or effect the other way, or a change in a side signal; inactive means no such curve, though single readings can be large or run the other way; the % refers to the signal ratio; further: potency means the concentration at half of the fitted maximal effect; on the % scale 0 is the no-effect control and ±100 the full control effect
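MBNL1-His + Biotin-(CUG)12, cpd titration 92 nM–58 uM; Tb anti-His Ab 0.055 ng/ul, SA-XL665 5 nM (final); 60 min RT; ratiometric 665/545 nm, Ex 340 nm; normalized to buffer and full-complex controls.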
NPC1 promoter act = qHTS Assay for NPC1 Promoter Activators. Huh7 NPC1 promoter luciferase reporter, 24 h. 2.4% of 320,000 active. Potency, µM (highest dose often 9.22 µM), inactives show at the highest dose activation, actives largely listed as activators;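 further: potency means the concentration at half of the fitted maximal effect; % of control where 0% means no effect; nearly all actives have a fitted effect of over 60% in size; reporter is driven by a mutant NPC1 promoter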
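Stably transfected Huh7 (NPC1 promoter→luciferase), 1500 cells/well in Opti-MEM + 10% FBS, 2 h settle, then compound 24 h at 37 °C. Luminescence after 10 min with Amplite reagent.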
ELG1 repair inh = qHTS screen for small molecules that inhibit ELG1-dependent DNA repair in human embryonic kidney (HEK293T) cells expressing luciferase-tagged ELG1 | HEK293T ELG1-luciferase reporter, luminescence, 16 h; DNA damage induced by 5-fluorouridine | Potency, µM (titrated, usually from 46.1 µM), for inactives: at the top dose activity change, negative = inhibition, usual class: inhibitors | 2.3% of 330,000 active | AID 504467, 2011; further: potency means the concentration at half of the fitted maximal effect; on the % scale 0 is the no-effect control and ±100 the full control effect; nearly all actives have a fitted effect of over 55% in size
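Step one: seed 2,000 cells per well. Step two: pin-transfer compound or DMSO alongside 5-fluorouridine. Step three: incubate 16 hr, 37 °C, 5% CO2. Step four: add ONE-Glo, wait 30 min, read luminescence.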
RORgamma inh = qHTS for inhibitors of ROR gamma transcriptional activity; Nuclear receptor ROR-gamma (Mus musculus), P51450; Potency, µM (top dose mostly 53.6 µM), inactives show at the top dose activity change, negative = inhibition, actives largely listed as inhibitors; 5.4% of 310,000 active; Drosophila S2 Gal4-RORgamma UAS-luciferase reporter, 20 h; further: potency means the concentration at half of the fitted maximal effect; on the % scale 0 is the no-effect control and ±100 the full control effect; nearly all actives have a fitted effect of over 60% in size
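Drosophila S2 cells stably expressing Gal4-DBD/mouse RORγ fusion under metallothionein promoter plus UAS-luciferase; compound 1 h, then 700 uM CuSO4 induction for 20 h at ambient temperature; inhibition read as reduced luminescence.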
Starred values were filed as active, the others as inactive; ? = inconclusive; . = no result given; [ ] = another dose, or the depositor's remark. Unless noted, the call rests on the fitted dose curve; in most records, active means well fitted curve in the direction sought with a large enough effect; inconclusive means small, poorly fitted or top-dose-only effect, or another doubt; inactive means no such curve, though single readings can be large; an effect the other way counts as inactive or inconclusive.

SMILES	Rab9 prom act	Menin MLL FP TR	VP16 counter	PKM2 act	Mito fusion act	FLuc counter	KCNH2 3.1 block	MBNL1 CUG block	NPC1 promoter act	ELG1 repair inh	RORgamma inh
Cc1ccsc1C1C(C#N)=C(N)Oc2n[nH]c(C)c21 (centres undefined)	-3%	-6%	4%	.	8%	-2%	-19	4%	-1%	?	-35%
Cc1cc2nc(C3CCCN(C(=S)Nc4ccccc4C)C3)[nH]c2cc1C (centres undefined)	0%	19%	-15%	1%	-7%	3.4µM*	-1	10%	-2%	?	20µM*
Cc1ccc(NC(=O)c2ccc(OC(=O)c3ccco3)cc2)cc1	2.8µM*	23%	-1%	-2%	-3%	-11%	-22	8%	2µM*	?	32%
O=C(c1cc(S(=O)(=O)N2CCOCC2)ccc1F)N1CCN(Cc2ccccc2)CC1	0%	0%	-5%	-1%	-11%	4%	0	4%	-1%	-14%	-5%
COc1ccc(CNC(=O)C[C@H]2C(=O)N(Cc3ccccc3)C[C@@H]2Cc2ccccc2)cc1	1%	-17%	-13%	0%	4%	1%	-1	-8%	-6%	?	39%
S=C1SCN(CC2CC2)CN1CC1CC1	0%	.	7.1µM*	-7%	1%	-2%	-5	-1%	-1%	-7%	7.9µM*
O=C(Cc1ccccc1)NCc1n[nH]c(=S)n1-c1ccc(Br)cc1	0%	0%	12%	-7%	12%	-19%	-1	5%	-4%	-11%	-29%
Cc1ccc(NC(=O)CSc2ccc3c(c2)OCCO3)c(O)c1	-18%	.	22%	-28%	4%	-13%	-9	-3%	-13%	4%	6%
Cc1nn(Cc2ccc(F)cc2)c(C)c1NC(=O)c1cnn2c1NC(c1ccccc1)CC2C(F)(F)F (centres undefined)	0%	7%	-7%	8%	-3%	11%	14	-9%	-3%	-14%	?
COc1ccc(S(=O)(=O)N2CCC(C(=O)NCC3CCCO3)CC2)cc1Cl (centres undefined)	1%	15%	4%	.	-3%	1%	-1	-1%	-3%	11%	-2%
CC(=O)c1ccc(NC(=O)N[C@@H](Cc2ccccc2)C(=O)O)cc1	2%	9%	-4%	-4%	2%	-7%	1	-7%	-4%	-8%	-1%
COc1ccc(C2/C=C\CN(C(=O)Nc3ccccc3)CC(=O)N2Cc2ccc(F)cc2)cc1 (centres undefined)	-7%	.	11%	0%	-13%	-2%	-7	-11%	-1%	14%	10%
CC(=O)Oc1c(Cl)c(N2CCOCC2)c(OC(C)=O)c2ccccc12	16%	1%	21%	7%	0%	-1%	-16	13%	0%	?	2%
O=C1CCC(C(=O)N(c2ccccc2)C2(C(=O)NC3CCCCC3)CCCCC2)N1 (centres undefined)	9%	-12%	2%	3%	0%	-1%	1	-6%	1%	9%	-5%
COc1ccc(-c2[nH]ncc2CN(C)Cc2cnccn2)c(OC)c1	-1%	-1%	-1%	0%	4%	0%	-4	4%	-4%	-1%	19%
N#Cc1ccc(OCC(=O)Nc2nc(-c3ccncc3)cs2)cc1	-7%	.	.	.	-4%	0%	9	.	-1%	6%	.
O=C(CCNC(=O)c1ccccc1)Nc1ccc(F)c(Cl)c1	-5%	14%	4%	0%	-2%	5%	-8	?	-5%	0%	24%
CCc1ccccc1NC(=O)CN(c1ccc(OC)cc1OC)S(=O)(=O)c1ccccc1[N+](=O)[O-]	-11%	15%	-9%	1%	5%	-2%	-6	19%	0%	-7%	14%
Cc1ccc(OC(=O)CCS(=O)(=O)c2ccc(C)cc2)cc1	-8%	-6%	-12%	6%	-8%	-8%	7	0%	-6%	?	-25%
O=C(Cc1ccc(F)cc1)Nc1ccc(Cl)cn1	21%	2%	9%	3%	-2%	?	2	-9%	28%	?	24%
CC(C)CNC(=O)c1ccc2c(c1)C(=O)N(C1CCCCC1)C2=O	0%	?	-4%	-1%[11.5 µM]	6%	-2%	0	16%	0%	-9%	34%
O=C1CN(C(=O)COc2ccc(Br)cc2Br)c2ccccc2N1	0%	26%	6%	2%	-1%	-15%	0	29%	-5%	-6%	29%
COc1ccc(C)cc1NC(=O)CSc1ccc(Cl)cc1	1%	-4%	?	0%	22%	-8%	-5	?	-1%	-6%	0%
CC(C)(C)NC(=O)C(c1ccc(F)cc1)N(Cc1ccco1)C(=O)Cn1nnc(-c2cccs2)n1 (centres undefined)	0%	?	-11%	-1%	2%	4%	-18	?	-11%	7%	22%
COc1cc2c(cc1OC)CN(Cc1cc(=O)n3c(-c4ccccc4)csc3n1)CC2	13%	-9%	9%	0%	3%	-4%	11	64%[activator]	-1%	1%	1%
CCOc1ccccc1NC(=O)CN(c1ccc(OC)cc1)S(=O)(=O)c1c(C)noc1C	-10%	20%	-6%	-1%	2%	6%	5	-4%	-17%	18%	-11%
CC(C)CC1NC(=O)N(CC(=O)N2CCN(S(=O)(=O)c3ccc4ccccc4c3)CC2)C1=O (centres undefined)	-10%	18%	2%[0.365 µM]	?	-2%	5%	-12	-6%	1%	?	-27%
CCN1CCN(c2ccc(S(=O)(=O)N(CC)CC)cc2[N+](=O)[O-])CC1	-6%	5%	0%	1%	-3%	3%	4	.	3%	-7%	-5%
CC(C)COC(=O)c1ccc2c(c1O)C(=O)c1ccccc1C2=O	3.2µM*	-7%	?	-9%	5%	1.3µM*	-2	?	2µM*	?	-6%
CCOC(=O)C(NC(C)=O)(Nc1ccc(S(=O)(=O)Nc2nccs2)cc1)C(F)(F)F (centres undefined)	-4%	5%	-3%	-2%	0%	4%	12	-4%	0%	23%	-24%
Cc1ccc(C(=O)N2CCCC(Nc3ccc(F)cc3)C2)cc1C (centres undefined)	10%	.	0%	1%	2%	0%	-7	-5%	3%	?	-29%
COc1ccc(C(=O)NCCSCc2ccc(C)cc2)cc1	-5%	-16%	-1%	-2%	-1%	-1%	5	0%	-1%	-18%	8%
Cc1ccccc1N=Cc1c(O)n(-c2nccs2)c(=O)c2ccccc12	-6%	-4%	2%	6%	?	?	-13	?	-5%	21µM*	35%
C=CCn1c(SCC(=O)N2CCCC2)nc2scc(-c3cccs3)c2c1=O	-3%	-11%	-3%	0%	4%	-6%	0	13%	-4%	13%	5%
Cc1nc(=O)c(-c2ccccc2)c(C)n1Cc1ccccc1	-1%	2%	-3%	-8%	0%	-1%	-3	0%	-2%	1%	-10%
CC(=O)COc1ccc2c(c1C)O/C(=C\c1ccco1)C2=O	?	?	-20%	.	-33%	5.4µM*	-7	?	?	?	10µM*
C=CCNc1nc(Nc2ccc(OC)cc2OC)nc(OCC)n1	3%	2%	-8%	-1%	3%	4%	-20	-4%	-5%	?	-15%
Cn1c(=O)c2c(nc(N/N=C/c3ccncc3)n2Cc2ccccc2)n(C)c1=O	2%	.	-16%	0%	0%	-1%	-1	.	-4%	-12%	2%
O=C(OCC1OC(Oc2ccc(O)cc2)C(O)C(O)C1O)c1ccccc1 (centres undefined)	-3%	.	.	.	-10%	3%	9	.	-2%	28%	.
Cc1ccc(C(=O)N2CCN(S(=O)(=O)c3sc(C(=O)O)c(C)c3C(=O)O)CC2)s1	-1%	.	.	.	-1%	.	8	.	-1%	1%	.

This is a subset; count on the stated rates, not on these rows.
